BAZ2B inh = inhibitors of human BAZ2B bromodomain; AlphaScreen BAZ2B-H3K14Ac peptide displacement; Potency, µM (doses to about 114 µM), for the others: at the top dose activity change, negative = inhibition, usual class: inhibitors; 360,000 compounds, 4.4% hits; AID 504333; further: on the % scale 0 is the no-effect control and ±100 the full control effect; nearly all actives have a fitted effect of over 60% in size
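AlphaScreen displacement of biotin-H3(5-23)K14Ac peptide (50 nM final) from BAZ2B (50 nM final) in PBS pH 7.4, 0.01% Tween-20; complex preformed 30 min RT, then compounds (top 110 uM) 30 min RT, beads 20 min dark.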
Pol beta inh = DNA polymerase beta (human) inhibition | P06746 | Pol beta primer extension/strand displacement, fluorescence kinetic | Potency, µM (doses to about 114 µM), for the others: at the highest dose activity change, negative = inhibition, hits mostly inhibitors | 340,000 compounds, 1.3% hits | AID 485314; further: on the % scale 0 is the no-effect control and ±100 the full control effect
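Human Pol beta at 10 nM; strand-displacement substrate 50 nM final. Compound exposure 15 min at room temperature before start, reaction 10 min at room temperature.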
POLK inh = inhibitors of human DNA polymerase kappa | 400,000 compounds, 0.53% hits | purified Pol kappa, fluorescent DNA synthesis assay, 10 min | Potency, µM (top dose mostly 107 µM), without a hit: top-dose activity, negative = inhibition, most hits filed as inhibitors; further: on the % scale 0 is the no-effect control and ±100 the full control effect
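Pol kappa 10 nM + cpd, 15 min RT; start w/ substrate 50 nM final; fluorescence kinetic read, 0 and 10 min. Neg ctrl: buffer, no enzyme.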
APEX1 inh = blocks human APE1 abasic DNA cleavage | P27695 | recombinant APE1, TAMRA/BHQ-2 abasic DNA cleavage fluorescence | Potency, µM (titrated, usually from 65.8 µM), without a hit: at the highest dose activity change, negative = inhibition, hits mostly inhibitors | 350,000 compounds, 0.35% hits | AID 2517;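 further: plate controls were vehicle for no effect and reference inhibitor for full effect; nearly all actives have a fitted effect of over 55% in size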
Target sequence (P27695 whole entry, looked up): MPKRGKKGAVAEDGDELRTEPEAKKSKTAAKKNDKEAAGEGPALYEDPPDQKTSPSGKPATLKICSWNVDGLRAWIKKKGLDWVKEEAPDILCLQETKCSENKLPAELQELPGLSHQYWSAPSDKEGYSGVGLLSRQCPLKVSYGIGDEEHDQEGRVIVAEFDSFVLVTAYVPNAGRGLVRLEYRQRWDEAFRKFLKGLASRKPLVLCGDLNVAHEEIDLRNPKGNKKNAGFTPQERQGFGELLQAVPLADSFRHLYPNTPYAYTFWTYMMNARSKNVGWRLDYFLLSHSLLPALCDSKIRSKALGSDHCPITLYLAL
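Measures dequenching upon AP-site incision of a 5'-TAMRA/3'-BHQ-2 THF-containing duplex, 50 nM; human APE1 0.75 nM after 15 min room-temperature exposure to compound; kinetic three-point read at one-minute spacing.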
Pol eta inh = DNA polymerase eta (human) inhibition; 390,000 compounds, 1.2% hits; Potency, µM (highest dose often 114 µM), for inactives: at the top dose activity change, negative = inhibition, hits mostly inhibitors; recombinant Pol eta, fluorescent DNA replication assay; Q9Y253; further: on the % scale 0 is the no-effect control and ±100 the full control effect
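Fluorescent replication assay: 50 nM final substrate added after a 15 min room-temperature compound preincubation with 10 nM enzyme. Signal taken at 0 min and again at 10 min.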
POLI inh = DNA polymerase iota (human) inhibition | Pol iota fluorescent replication assay, 10 min | Potency, µM (doses to about 115 µM), for inactives: top-dose activity, negative = inhibition, usual class: inhibitors | AID 588590 | 390,000 compounds, 1% hits | Q9UNA4
Target sequence (Q9UNA4 whole entry, looked up): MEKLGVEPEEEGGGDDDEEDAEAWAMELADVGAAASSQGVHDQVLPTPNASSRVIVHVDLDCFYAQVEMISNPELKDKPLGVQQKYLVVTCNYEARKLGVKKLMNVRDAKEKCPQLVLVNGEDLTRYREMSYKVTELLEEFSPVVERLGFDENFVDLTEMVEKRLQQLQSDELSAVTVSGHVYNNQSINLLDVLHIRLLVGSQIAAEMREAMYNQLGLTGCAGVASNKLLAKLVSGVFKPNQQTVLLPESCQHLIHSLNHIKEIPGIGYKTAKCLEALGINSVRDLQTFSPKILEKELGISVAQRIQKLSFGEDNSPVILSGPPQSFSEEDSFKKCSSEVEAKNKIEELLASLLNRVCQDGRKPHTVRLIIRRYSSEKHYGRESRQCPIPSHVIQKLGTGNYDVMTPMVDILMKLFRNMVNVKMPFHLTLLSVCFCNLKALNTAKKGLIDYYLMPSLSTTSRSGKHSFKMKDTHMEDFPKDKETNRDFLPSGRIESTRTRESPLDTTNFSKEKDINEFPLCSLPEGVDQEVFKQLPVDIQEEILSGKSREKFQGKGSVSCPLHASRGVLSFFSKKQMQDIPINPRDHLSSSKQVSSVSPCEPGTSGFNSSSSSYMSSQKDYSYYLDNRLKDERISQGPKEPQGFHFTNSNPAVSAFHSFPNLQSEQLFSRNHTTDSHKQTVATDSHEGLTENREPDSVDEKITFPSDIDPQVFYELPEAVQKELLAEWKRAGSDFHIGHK
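Fluorescent replication assay read twice, at 0 min and 10 min after adding 50 nM (final) substrate. Enzyme (10 nM) and compounds were first incubated 15 min at room temperature; enzyme-free buffer wells were negative controls.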
JMJD2A Tudor = inhibitors of human JMJD2A Tudor domain | AID 504339 | AlphaScreen JMJD2A-Tudor / H3K4me3 peptide binding | O75164 | 390,000 compounds, 4.4% hits | Potency, µM (titrated, usually from 114 µM), for the others: top-dose activity change, negative = inhibition, hits mostly inhibitors; further: on the % scale 0 is the no-effect control and ±100 the full control effect; nearly all actives have a fitted effect of over 50% in size
G9a block = G9a (human) methyltransferase inhibition; AID 504332; G9a H3K9 monomethylation, AlphaScreen, 2 h; Q96KQ7; 350,000 compounds, 8.8% hits; Potency, µM (series often up to 102 µM), without a hit: at the highest dose activity, negative = inhibition, usual class: inhibitors; further: on the % scale 0 is the no-effect control and ±100 the full control effect; nearly all actives have a fitted effect of over 75% in size
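AlphaScreen read-out: biotin-H3K9 peptide (500 nM) methylation by 20 nM enzyme with 20 uM SAM, 2 h at room temperature after 15 min compound preincubation; anti-monomethyl H3K9 antibody plus donor/acceptor beads, 10 min dark.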
BLM inh = inhibitors of human Bloom syndrome helicase BLM; 350,000 compounds, 0.2% hits; P54132; Potency, µM (series often up to 56.1 µM), inactives show at the highest dose activity change, negative = inhibition, usual class: inhibitors; recombinant BLM DNA unwinding, fluorescence dequenching; AID 2528;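 further: plate controls were vehicle for no effect and no enzyme for full effect; nearly all actives have a fitted effect of over 35% in size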
An asterisk follows results filed as active; i = inactive; u = inconclusive; x = no result given; & = joins results of further samples; [ ] = remark or other dose. The call rests on the fitted dose curve; in most records, active means well fitted curve in the direction sought with a large enough effect; inconclusive means small, poorly fitted or top-dose-only effect, or another doubt; inactive means no such curve, though single readings can be large; an effect the other way counts as inactive or inconclusive. Potency means the concentration at half of the fitted maximal effect. These rows are one share of the data, so the mix of outcomes need not match the whole.

SMILES	BAZ2B inh	Pol beta inh	POLK inh	APEX1 inh	Pol eta inh	POLI inh	JMJD2A Tudor	G9a block	BLM inh
CCCc1cc(C(=O)Nc2sc(C)c(CC)c2C#N)no1	2%	-2%	-13%	10%	-2%	u	6%	14%[59 µM]	0%
COc1ccccc1-c1c(C)nn2c(N3CCN(c4ccc(F)cc4)CC3)cc(C)nc12	-1%	1%	-14%[60.1 µM]	x	-5%	5%	-27%	-13%[59 µM]	-5%
Fc1ccc(Cn2nnnc2CN2CCN(C3CCCC3)CC2)cc1	u	1%	-5%	9%	-18%	-15%	-16%	u	1%
CCNCc1cc2cc(C)ccc2[nH]c1=O	2%	22%	-3%	18%	-9%	11%	-21%	11%[59 µM]	0%
CC(/C=N/NC(=O)Cn1nnc(N)n1)=C\c1ccc(C(C)C)cc1	-23%	-11%	-2%	1%	-23%	28%	-12%	-2%	-8%
Cc1ccc(S(=O)(=O)NCCCN2CCCC2)cc1	-1%	-2%	6%	23%	-9%	25%	2%	-16%	-5%
Cc1ccc(S(=O)(=O)N2CCC(C(=O)OCC(=O)N(C)c3ccccc3)CC2)cc1C	4%	x	-2%	31%	-12%	19%	-8%	-21%	x
CC1=C/C(=N\OC(=O)/C=C/c2ccccc2)C(C)=CC1=O	-6%	3%	-27%	-2%	1%	1%	-22%	26%[0.501 µM]	1%
Cc1cc(NS(=O)(=O)c2ccc(OCCNS(C)(=O)=O)cc2)no1	-1%	-1%	-11%	1%	-1%	-23%	-11%	-3%[12.7 µM]	-11%
COc1ccc(OC)c(NC(=O)CSc2c3c(nc4ccccc24)CCCC3)c1	x	-3%	2%	x	-19%	35%	u	u	3%
CC(C)Cn1c(N)c(C(=O)NCc2cccs2)c2nc3ccccc3nc21	84%[activator]	-21%	-8%	u	u	41%[activator]	78%[activator]	94%[activator][59 µM]	32µM*
COC(=O)c1ccc(COc2cccc3c2CCN(Cc2ccccc2)C3=O)o1	3%	3%	-10%	22%	u	-11%	-15%	u	-3%
CN(C)CCCNc1c(C(=O)O)cnc2c1cnn2C	-7%	10%	x	3%	x	x	x	37%[59 µM]	-2%
CCOC(=O)N1CCN(Cc2cn[nH]c2-c2cccc3ccccc23)CC1	-12%	12%	9%	25%	3%	4%	-14%	x	-15%
O=C(NC1CCCCCC1)c1cc(S(=O)(=O)N2CCOCC2)ccc1N1CCCCC1	-1%	2%	-7%	u	-13%	-9%	-14%	u	-1%
Cc1nn(CCOc2ccccc2)c(=O)n1-c1ccccc1	-2%	10%	-16%	-7%	-11%	8%	-7%	9%	-1%
O=C(CN(c1ccc(F)cc1)S(=O)(=O)c1ccccc1)NCCSC1CCCCC1	-1%	0%	-22%	-8%	-29%	9%	0%	9%	-6%
CC(C)(C)c1cc(NC(=O)COC(=O)c2ccc3c(=O)n4c(nc3c2)CCC4)n(-c2ccccc2)n1	0%	-30%	-4%	-3%	-4%	-3%	2%	-26%[59 µM]	1%
CC(=O)N1CCN(C(=S)Nc2ccc(Oc3ccccc3)cc2)CC1	-4%	-1%	-12%	-2%	2%	31%[activator]	-12%	-6%	-1%
CC(=O)Nc1cccc(Oc2ccc3c(c2)C(=O)NC3=O)c1	3%	1%	-8%	12%	-3%	86%[activator]	-2%	-9%[0.501 µM]	-1%
O=C(COC(=O)c1cc(S(=O)(=O)N2CCOCC2)ccc1Cl)Nc1ccccc1Cl	10%	x	-6%	-11%	-16%	21%	-6%	u	x
N#CC1(C#N)C(c2ccccc2)OC23CCCCCC2C1(C#N)C(=N)O3 (stereo not given)	-35%	3%	-10%	0%	2%	23%	-15%	u	-8%
CC1=C(C(=O)N2CCCC(N3CCN(c4cccc(C(F)(F)F)c4)CC3)C2)OCCO1 (stereo not given)	-13%	16%	-5%	14%	-19%	27%	-13%	-7%	-1%
CN(C)N=Nc1ccc2nc[nH]c2c1	-36%	-10%	-12%	-4%	-17%	u	-9%	1.8µM*	-6%
CCOc1ccc(-n2c(=O)c3c(C)c(C(=O)N(C)C)sc3n(Cc3cc(C)ccc3C)c2=O)cc1	-5%	0%	-5%[60.1 µM]	x	-3%	5%	-19%	16%[59 µM]	0%

(list continues)
SMILES	BAZ2B inh	Pol beta inh	POLK inh	APEX1 inh	Pol eta inh	POLI inh	JMJD2A Tudor	G9a block	BLM inh
CCCN(CC(=O)Nc1ccccc1OC)C(=O)c1cccc(S(=O)(=O)NCc2ccccc2)c1	0%	x	-6%	10%	-18%	26%	-16%	8%[0.501 µM]	x
CC(C)Oc1ccc(S(=O)(=O)N2CCOCC2)cc1NC(=O)CCCSc1ccccc1	-3%	x	-14%	22%	-11%	9%	-10%	-24%	x
COc1ccc(C2c3c4c(n(C)c3CCN2C)CCN(C)C4c2ccc(OC)cc2)cc1 (stereo not given)	u	10%	-5%	4%	-2%	-26%	u	u	-10%
CCOC(=O)N1CCC(NC(=O)C2CCCN(S(=O)(=O)c3ccc4c(c3)oc(=O)n4C)C2)CC1 (stereo not given)	-1%	27%	-3%[60.1 µM]	-2%	3%	12%	-10%	u	-2%
CCCC(=O)NCCc1ccc(S(N)(=O)=O)cc1	-1%	5%	-5%	3%	1%	i	-27%	6%[59 µM]	-1%
Cc1ccc(S(=O)(=O)c2nnn3c2nc(N2CCN(c4ccccc4F)CC2)c2ccccc23)cc1C	2%	12%	-3%	x	3%	-16%	-14%	8%[59 µM]	2%
CN(c1ccccc1)c1nccc(=O)[nH]1	x	x	-9%	x	-8%	-7%[58.9 µM]	-23%	x	x
Nc1ccc2c(c1)nc(Cc1ccccc1)n2CCO	4%	-6%	-9%	1%	-11%	9%	-13%	-8%	-4%
CC1=NN(C(=O)c2ccccc2-n2cccc2)C(O)(C(F)(F)F)C1 (stereo not given)	-9%	28%	0%	3%	-13%	26%	-14%	-12%[59 µM]	1%
CC(C)(C)OC(=O)N1CCC(Cc2cc(-c3ccc(Cl)cc3)no2)(C(=O)O)CC1	u	16%	-13%	-5%	-20%	34%[activator]	-11%	x	1%
Cc1ccc(NC(=O)CCC(=O)NNS(=O)(=O)c2ccccc2)c(C)c1	-4%[57.1 µM]	13%	-14%	-2%	-12%	-2%	-22%[11.4 µM]	50µM*	-1%
COc1ccc(CNCc2ccccc2C(F)(F)F)cc1	79µM*	4%	-4%	1%	-6%	-30%	28µM*	8.9µM*	1%
C/C(=N\NC(=O)c1cc(-c2cccnc2)nc2ccccc12)c1ccccc1O	36%[activator]	52%	-2%	3%	u	58%[activator]	-1%	46%[activator][59 µM]	-11%
CC1CCCCN1C(=O)C1CCN(S(=O)(=O)c2ccc(-n3cnnn3)cc2)CC1 (stereo not given)	-1%	45%	-15%	-6%	-18%	122%[activator]	-13%	-10%	-2%
O=C(CN(C(=O)c1cc2c(s1)CCC2)C1CCCC1)NCc1cccs1	-35%	39%[activator]	-5%	-5%	-15%	15%	-11%	-37%	-3%
C#CCOCCOCCOCCNc1nc(N2CCN(C(=O)[C@H](CCC(=O)O)n3cc(C(N)CO)nn3)CC2)nc(N2CCN(C(=O)[C@H](CCC(=O)O)n3cc(C(N)[C@H](C)CC)nn3)CC2)n1 (stereo not given in full)	35µM*	-4%	8%	-4%	8%	-11%	35µM*	-128%[59 µM]	2%
Cc1cccc(N2CCn3c2nc2c3c(=O)n(C/C=C/c3ccccc3)c(=O)n2C)c1	u	-15%	-9%	x	-9%	9%	-28%	u	0%
Cc1ccc2c(NC(=O)C3CC3)c(C)ccc2n1	12%	-11%	x	-5%	x	x	x	7%	-1%
CCOCN(C(=O)Cn1c(COC)nc2ccccc21)c1c(C)cccc1CC	-9%&2%	5%&34%	4%&-1%	5%	-15%&-10%	38%&13%[activator]	-3%&-5%	4%&-3%[59 µM]	2%&-6%
COc1ccc2c(c1)[C@H]1[C@H](CO2)[C@H](c2ccccc2)[C@]2(C)C(=O)N(CC3CCCO3)CC(=O)N12 (stereo not given in full)	-17%	x	8%	26%	-6%	u	-18%	0%[0.501 µM]	x
O=C(NCc1ccco1)c1ccc(N2CCOCC2)c([N+](=O)[O-])c1	-24%	0%	-10%	2%	2%	50%[activator]	-24%	u	-4%
O=C(NCCc1ccccc1)C1CCC(CNc2nc(=S)[nH]c3ccccc23)CC1 (stereo not given)	5%	16%	-10%	1%	3%	119%[activator]	-11%	28%	-2%
O=C(O)CCNS(=O)(=O)c1ccc2c(c1)Cc1ccccc1-2	-22%	-1%	-10%	13%	-11%	3%	-17%	-6%[59 µM]	1%
CCCC(=O)NC(C)c1nc(-c2ccc(C)cc2)no1 (stereo not given)	x	x	-15%	x	-5%	25%	-17%	x	x
CC(C)Cc1nn2c(=O)cc(COc3ccc(NC(=O)c4ccco4)cc3)nc2s1	-4%	0%	-3%	-9%	-5%	-21%	-28%	x	-4%

(cont.)
SMILES	BAZ2B inh	Pol beta inh	POLK inh	APEX1 inh	Pol eta inh	POLI inh	JMJD2A Tudor	G9a block	BLM inh
CCCn1ccc2c(OCC(=O)NCc3ccc(F)cc3)cccc2c1=O	3%	-9%	-1%[60.1 µM]	x	-19%	6%	4%	1%[59 µM]	2%
COc1cccc(-n2c(C)nnc2SCC(=O)Nc2ccccc2N2CCOCC2)c1	-9%	25%	-5%	-2%	-8%	2%	-20%	u	1%
CC(=O)OCC1(O)CC23CCC4c5ccoc5CCC4(C)C2CCC1C3 (stereo not given)	x	x	-19%	x	u	u	-14%	x	x
O=c1ccc(-c2ccc(S(=O)(=O)Nc3ccc(F)cc3)o2)n[nH]1	-17%	-23%	3%	37%	-11%	17%	-3%	u	-1%
C=CCN1C(=O)C(=O)N(CC(=O)c2ccc3c(c2)CCCC3)C1=O	3%	x	7%	19%	-4%	38%[activator]	-15%	10%[2.33 µM]	x
CC(=O)c1cccc(NS(C)(=O)=O)c1	1%	17%	7%	1%	-11%	-2%	5%	-21%	-12%

Molecules above with an aryl thioether with sulfur outside any ring (3):
SMILES	BAZ2B inh	Pol beta inh	POLK inh	APEX1 inh	Pol eta inh	POLI inh	JMJD2A Tudor	G9a block	BLM inh
COc1ccc(OC)c(NC(=O)CSc2c3c(nc4ccccc24)CCCC3)c1	x	-3%	2%	x	-19%	35%	u	u	3%
CC(C)Oc1ccc(S(=O)(=O)N2CCOCC2)cc1NC(=O)CCCSc1ccccc1	-3%	x	-14%	22%	-11%	9%	-10%	-24%	x
COc1cccc(-n2c(C)nnc2SCC(=O)Nc2ccccc2N2CCOCC2)c1	-9%	25%	-5%	-2%	-8%	2%	-20%	u	1%

Screens deposited in PubChem by National Center for Advancing Translational Sciences (NCATS).
